High-throughput results: PubChem BioAssay, National Center for Advancing Translational Sciences (NCATS)
Tau ThT inhib = tau fibrillization inhibition (ThT binding); P10636; recombinant tau K18 P301L (four-repeat tau fragment), heparin-induced fibrillization, ThT fluorescence; Potency, µM (titrated, usually from 57.4 µM), for inactives: at the top dose activity, negative = inhibition, usual class: inhibitors; 2.1% of 270,000 active; also: % is scaled to controls: 0 for no effect and ±100 for the full control effect; nearly all actives have a fitted effect of over 55% in size
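Heparin-induced (20 uM) aggregation of recombinant human K18 P301L tau, 15 uM unlabeled with 0.24 uM labeled, pH 7 acetate buffer, 6 hr at 37 C with compound. Fibrils quantified by 30 uM ThT fluorescence after 1 hr ambient incubation.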
L3MBTL1 block = L3MBTL1 (human) inhibition | AID 485360 | 0.66% of 230,000 active | Potency, µM (top dose mostly 57.1 µM), for inactives: at the top dose activity, negative = inhibition, most hits filed as inhibitors | Q9Y468 | AlphaScreen L3MBTL1–H3K9me1 peptide binding; also: % is scaled to controls: 0 for no effect and ±100 for the full control effect; nearly all actives have a fitted effect of over 60% in size
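L3MBTL1 (50 nM) pre-complexed 30 min with biotinylated H3(1-15)K9me1 peptide (75 nM), then compounds added for 30 min at room temperature; AlphaScreen streptavidin donor/nickel chelate acceptor beads (10 ug/mL final) read after 30 min dark incubation.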
LMNA splice mod = changes lamin A minigene splicing in HeLa cells; HeLa LMNA splicing GFP/RFP minigene ratio, 48 h; Potency, µM (series often up to 46.1 µM), for the others: at the highest dose ratio change, negative = inhibition, actives largely listed as inhibitors; 0.01% of 200,000 active; active = well fitted inhibition curve with a large enough effect in the signal ratio, with a control signal flat, not every such curve was filed as active; inconclusive = small, poorly fitted or top-dose-only effect, or effect the other way, or a change in a side signal; the % refers to the signal ratio; also: % is scaled to controls: 0 for no effect and ±100 for the full control effect
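S3 HeLa cells stably expressing lamin A-EGFP splicing minigene plus DsRed2, 600 cells/well, 48 h compound exposure at 37C. Laser-scanning cytometry; analysed as GFP (500-530 nm)/RFP (575-640 nm) total intensity ratio; 0.5% DMSO vehicle.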
JMJD2E inh = blocks human JMJD2E demethylase activity; JMJD2E catalytic domain, FDH-coupled NADH fluorescence (FDH is formaldehyde dehydrogenase); B2RXH2; 1.6% of 230,000 active; Potency, µM (series often up to 57.1 µM), inactives show at the top dose activity change, negative = inhibition, actives largely listed as inhibitors; active = well fitted inhibition curve with a large enough effect, not every such curve was filed as active; inconclusive = small, poorly fitted or top-dose-only effect, or another doubt; inactive = no such curve, though single readings can be large or run the other way;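 also: 0% = wells with enzyme and -100% = buffer wells without enzyme; nearly all actives have a fitted effect of over 50% in size; many of its hits are not listed in these tables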
Target sequence (B2RXH2 1-337 limits assumed): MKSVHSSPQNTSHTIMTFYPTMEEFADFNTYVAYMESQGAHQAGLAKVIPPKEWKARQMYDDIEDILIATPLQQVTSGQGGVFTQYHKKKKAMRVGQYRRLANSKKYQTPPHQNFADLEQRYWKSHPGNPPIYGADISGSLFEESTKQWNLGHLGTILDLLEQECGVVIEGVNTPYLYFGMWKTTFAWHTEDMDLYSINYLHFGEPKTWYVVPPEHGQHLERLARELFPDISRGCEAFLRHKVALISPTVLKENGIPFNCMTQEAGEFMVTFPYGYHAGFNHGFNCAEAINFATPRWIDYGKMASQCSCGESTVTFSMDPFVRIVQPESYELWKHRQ
KinaseGlo FLuc = counter-screen: inhibitors of Kinase-Glo firefly luciferase. Q27757. Kinase-Glo luciferase, ATP luminescence, 8 min. Potency, µM (titrated, usually from 38.3 µM), for the others: top-dose activity change, negative = inhibition, usual class: inhibitors. 0.28% of 200,000 active. AID 1379; also: % is scaled to controls: 0 for no effect and ±100 for the full control effect; nearly all actives have a fitted effect of over 60% in size
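Inhibition of Kinase-Glo luciferase light generation was assessed at 10 uM ATP in pH 7.2 imidazole buffer, with luminescence measured after eight minutes at ambient temperature.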
RECQ1 helicase = blocks DNA unwinding by human RECQ1; P46063; RECQ1 DNA unwinding, red fluorescence kinetic read; Potency, µM (highest dose often 57.3 µM), for the others: at the top dose activity, negative = inhibition, hits mostly inhibitors; 0.54% of 240,000 active; AID 2549;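 also: plate controls were vehicle for no effect and no enzyme for full effect; nearly all actives have a fitted effect of over 30% in size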
Target sequence (P46063 whole entry, looked up): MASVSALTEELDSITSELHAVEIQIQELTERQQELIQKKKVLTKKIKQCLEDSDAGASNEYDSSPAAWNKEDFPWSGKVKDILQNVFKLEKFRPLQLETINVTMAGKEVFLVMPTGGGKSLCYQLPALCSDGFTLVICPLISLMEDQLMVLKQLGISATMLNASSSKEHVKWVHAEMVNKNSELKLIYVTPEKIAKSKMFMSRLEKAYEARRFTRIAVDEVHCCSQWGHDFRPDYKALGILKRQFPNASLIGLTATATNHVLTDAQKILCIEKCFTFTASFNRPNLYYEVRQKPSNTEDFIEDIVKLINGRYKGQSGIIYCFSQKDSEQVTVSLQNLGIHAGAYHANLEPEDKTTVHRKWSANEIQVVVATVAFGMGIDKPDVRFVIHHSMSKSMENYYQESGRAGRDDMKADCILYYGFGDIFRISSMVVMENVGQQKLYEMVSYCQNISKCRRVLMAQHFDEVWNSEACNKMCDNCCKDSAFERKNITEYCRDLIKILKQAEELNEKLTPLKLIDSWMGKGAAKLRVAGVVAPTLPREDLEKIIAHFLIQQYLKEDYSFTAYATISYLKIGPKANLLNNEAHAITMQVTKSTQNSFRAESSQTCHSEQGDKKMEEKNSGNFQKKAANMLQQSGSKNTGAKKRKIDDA
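RECQ1T1 50 nM; forked duplex (20 bp + 30-nt ss tails) 200 nM, ATP 2 mM final; pH 8.0, 2 mM MgCl2, 2.5 ug/ml poly(dI-dC); 15 min compound preincubation; discontinuous kinetic read over 2 h at RT.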
ALDH1A1 inh = ALDH1A1 (human) enzyme inhibition. P00352. Purified ALDH1A1, NADH fluorescence, propionaldehyde substrate. Potency, µM (doses to about 75.3 µM), without a hit: at the top dose activity, negative = inhibition, actives largely listed as inhibitors. 7.3% of 220,000 active; active = well fitted inhibition curve with a large enough effect, not every such curve was filed as active; inconclusive = small, poorly fitted or top-dose-only effect, or another doubt; inactive = no such curve, though single readings can be large or run the other way;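 also: plate controls were no enzyme wells and a reference inhibitor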
SMN2 splice enh = increases expression of the SMN2 splice variant. HEK293 SMN2-luciferase splicing reporter, luminescence, 30-36 h. Potency, µM (titrated, usually from 46.1 µM), for inactives: at the highest dose activity change, positive = activation, most hits filed as activators. 2.8% of 210,000 active. AID 1458; also: % of control where 0% means no effect; nearly all actives have a fitted effect of over 55% in size
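qHTS luciferase splicing reporter: luminescence rises when SMN2 exon 7 is included in transfected HEK293 cells. Compound exposure lasted 30-36 h at 37C, with 4.5 mM final sodium butyrate as control, followed by a ONE-Glo read.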
* marks the source's active call; other numbers are inactive results; i = inactive; ? = inconclusive; . = no result given; [ ] = dose if it differs, or a comment. Unless noted, calls follow the shape of the dose curve; as a rule, active = well fitted curve in the direction sought with a large enough effect; inconclusive = small, poorly fitted or top-dose-only effect, or another doubt; inactive = no such curve, though single readings can be large; an effect the other way counts as inactive or inconclusive. Potency is read from the fitted curve at half-maximal effect.

smiles,Tau ThT inhib,L3MBTL1 block,LMNA splice mod,JMJD2E inh,KinaseGlo FLuc,RECQ1 helicase,ALDH1A1 inh,SMN2 splice enh
CCOC(=O)C1(CCCc2ccccc2)CCN(CC(O)CO)CC1 (stereo unspecified),-13%,52%[activator],.,8%,-4%,-4%,?,.
COc1ccccc1CNC(=O)CSc1nc(C)cs1,-4%,7%,.,2%,2%,-2%,3%,2%
CSc1cc(N2CCOCC2)nc(-c2ccccc2Cl)n1,5%,10%,5%,-7%,-3%,-1%,10%,0%
CCOC(=O)c1c(NC(=O)C(Sc2ccccc2)c2ccccc2)sc(C(=O)N(C)C)c1C (stereo unspecified),-19%,-12%,?,-7%,1%,-12%,-10%,-3%[1.84 µM]
CN(C)C(CNC(=S)Nc1ccc(Cl)cc1)c1cccnc1 (stereo unspecified),4%,.,.,-1%,.,-1%,-5%,.
CC(=O)Nc1cccc(-c2cn3ccc(C)cc3n2)c1,-18%,6%,.,?,-28%,12%,?,.
O=C(NCCN1CCOCC1)C1CCC(CNS(=O)(=O)c2ccccc2)CC1 (stereo unspecified),-5%,0%,-6%,-8%,2%,3%,13µM*,-30%
COC(=O)C1=C(C)Nc2c(c(=O)n(C)c(=O)n2C)C1c1cccs1 (stereo unspecified),2%,1%,10%,3%,-1%,-7%,0%,-13%
O=C(NC1CCCC1)C(NS(=O)(=O)c1ccc(Br)s1)c1ccccc1 (stereo unspecified),-3%,6%,-8%,0%,-2%,11%,3%,-16%
CCOC(=O)c1[nH]c2ccc(OC)cc2c1NC(=S)N1CCN(C(=O)OCC)CC1,-10%,.,?,?,1%,-15%,-3%,-17%
CN(C)N=Nc1nc2c(c(=O)n(C)c(=O)n2C)n1CC1CO1 (stereo unspecified),-10%,0%,.,0%,.,-7%,-6%,.
CC1(C)CC(=O)C2=C(C1)N=C1SCCC(=O)N1C2c1ccccc1 (stereo unspecified),-11%,-1%,?,-3%,-3%,-9%,?,10%
C=CCn1c(C)cc(C(=O)COC(=O)CNC(=O)c2ccccc2)c1C,-1%,-1%,8%,5%,-2%,i,-3%,-23%
COc1ccc(CN(CC2CCC(C(=O)O)CC2)C(=S)Nc2ccc(C)c(Cl)c2)cc1 (stereo unspecified),-3%,.,0%[46 µM],6%,10%,-7%,?,-28%
O=C(CSc1nc2ccccc2c(=O)n1CCCN1CCOCC1)NC12CC3CC(CC(C3)C1)C2,-5%,-5%,.,-15%,-1%,-11%,?,-12%
O=C(Cn1nnc(-c2cc(Cl)ccc2-n2cnnn2)n1)N1CCCc2ccccc21,-4%,-14%,6%,-12%,-2%,-14%,?,-1%

Two of these compounds, reformatted:
Below each SMILES – Tau ThT inhib, L3MBTL1 block, LMNA splice mod, JMJD2E inh, KinaseGlo FLuc, RECQ1 helicase, ALDH1A1 inh, SMN2 splice enh
- COc1ccccc1CNC(=O)CSc1nc(C)cs1
    -4%, 7%, ., 2%, 2%, -2%, 3%, 2%
- CCOC(=O)C1(CCCc2ccccc2)CCN(CC(O)CO)CC1 (stereo unspecified)
    -13%, 52%[activator], ., 8%, -4%, -4%, ?, .

The results go on:
smiles,Tau ThT inhib,L3MBTL1 block,LMNA splice mod,JMJD2E inh,KinaseGlo FLuc,RECQ1 helicase,ALDH1A1 inh,SMN2 splice enh
COc1ccc(NC(=O)c2cc3nc(-c4ccccc4)cc(-c4ccccc4)n3n2)c(OC)c1,?,-7%,?,4%,10%,-3%,3%,-15%
CCn1cc(C(=O)NC(C)C23CC4CC(CC(C4)C2)C3)cn1 (stereo unspecified),-4%,1%,-3%,7%,-2%,-4%,1%,-6%
Nc1c2c(nc3ccc(Br)cc13)N(Cc1ccccc1)CC2,?,-3%,?,?,2%,-4%,?,-16%
CN(C)C(=O)c1nc2ccc(Cl)cn2c1CN1CCCC(OCc2ccccc2)C1 (stereo unspecified),-10%,-2%,.,1%,1%,-2%,3%,.
CCN(C(=O)CSc1nnc(Nc2cccc(C)c2C)s1)C1CCS(=O)(=O)C1 (stereo unspecified),-1%,-2%,-4%,2%,1%,-7%,4%,15%
Cc1ccc(N=Cc2cc(Cc3ccccc3Cl)cc([N+](=O)[O-])c2O)c(O)c1,7.9µM*,.,.,18µM*,-9%,?,11µM*,-3%
CC(N)c1ccc(Cl)cc1Cl (stereo unspecified),1%,7%,?,-2%,.,-8%,1%,.
CCCn1ncc(OC)c(Cl)c1=O,-4%,1%,7%,2%,-4%,-3%,5%,-5%
Cc1ccc(NC(=O)/C(C#N)=C/c2cc(C)n(-c3ccc(N4CCOCC4)c([N+](=O)[O-])c3)c2C)c(C)c1,?,5%,11%,9%,-6%,6%,5%,-16%
NC(=O)NCCC[C@H](N)C(=O)O,0%,.,.,-1%,2%,0%,7%,.
Cc1cccc(NC(=O)C2CCN(c3nc(C)cc(C)n3)CC2)c1,0%,-1%,-9%,259%,-3%,-9%,0%,10%
COc1ccc(N2C(=O)CC(C3CCCO3)C2=O)cc1 (stereo unspecified),2%,10%,.,5%,1%,-3%,11%,-9%
CCOC(=O)N1C=CC(C)=C[C@@H]2[C@@H](N3C(=O)c4ccccc4C3=O)C(=O)N21,-1%,-2%,-3%,3%,-2%,-5%,2%,5%
Cc1c(Cl)cccc1NC(=O)CN1CCN(CCN=CC2=C(O)CC(c3ccccc3)CC2=O)CC1 (stereo unspecified),-14%,.,.,-1%,3%,2%,?,-46%[inhibitor]
O=C(NNc1c(Cl)cccc1Cl)c1ccno1,-4%,2%,.,-5%,.,-3%,.,.
O=C(CSc1nc2c(c(=O)n1-c1ccccc1)SCC2)N1CCOCC1,-10%,-2%,-12%,7%,3%,-1%,?,-8%
COc1ccc(NC(=O)c2cc3c(=O)n4ccccc4nc3n2C)c(OC)c1,?,.,.,-18%,2%,-3%,?,-47%[inhibitor]
Nc1cc[n+](CC(=O)c2ccc3c(c2)OCCO3)cc1,4%,-3%,?,5%,-2%,3%,4%,.
Cc1ccc(CSc2nnc(C)c(=O)n2N)cc1,-3%,7%,-10%,4%,2%,-3%,1%,29%
NC(=O)c1ccccc1NC(=O)Nc1ccc(F)c(Cl)c1,3%,-7%,.,-4%,?,23%,?,18%
CCCCOC(=O)Cc1c(O)c2ccccc2[nH]c1=O,-4%,-7%,0%,?,.,-1%,?,.
CC(=O)c1ccc(N2CCN(C(=O)c3cc(-c4ccc5c(c4)OCO5)nc4ccccc34)CC2)cc1,-7%,-11%,7%,?,-10%,-21%,?,?
O=C(CCN1C(=O)c2ccccc2C1=O)Nc1cccnc1,-1%,0%,-10%,6%,2%,-1%,5%,-16%
COc1ccc(OC)c(NC(=O)CS(=O)(=O)c2ccccc2)c1,-3%,.,2%,6%,1%,2%,?,1%
O=C(OCC(=O)c1cccs1)c1ccc(NC(=O)c2ccco2)cc1,-7%,.,8%,-8%,-7%,-18%,18µM*,?
CC1(C)CC2(C)Nc3ccccc3N2C(=S)N1 (stereo unspecified),?,1%,-5%,-1%,0%,i,19%,3%
C=CCn1c(CNc2ccccc2)nnc1SCC(=O)N/N=C/c1ccc(O)cc1O,-20%,-9%,8%,22µM*,-5%,-5%,-9%,11%
O=C(NCc1ccc2c(c1)OCO2)C1CC(=O)N(CCc2ccccc2)C1 (stereo unspecified),-4%,-1%,3%,2%,2%,0%,?,-21%
CC(C)CCn1cnc2c(sc3nc4c(cc32)CSC(C)(C)C4)c1=O,-9%,8%,-10%,8%,1%,-2%,1.8µM*,-5%
Cc1cccc(Cc2c(C)nc3nc(SCC(=O)NCc4ccco4)nn3c2C)c1,-16%,0%,5%,-2%,-3%,-3%,25µM*,2%
CCOC(=O)N1CCC(NC(=O)c2cnn3ccccc23)CC1,-4%,3%,-9%,?,0%,i,?,4%
O=C(O)/C=C/c1ccc2noc(-c3ccccc3)c2c1,-17%,-1%,?,-22%,0%,i,?,-3%
CCCOc1cccc(C(=O)N(Cc2cccs2)C2CCS(=O)(=O)C2)c1 (stereo unspecified),-7%,6%,1%,5%,-3%,-3%,-1%,1%
CCn1cc(C(=O)O)c(=O)c2cnc(N3CCN(C(=S)NC(=O)c4ccccc4Cl)CC3)nc21,0%,-2%,.,-12%,.,3%,-10%,.
O=C1c2cccnc2Nc2ccccc2N1CCCF,2%,14%,7%,-2%,1%,i,16%,-18%
CCOC(=O)C1CCCN(C(=O)c2cn(C)c(=O)c3cc(OC)c(OC)cc23)C1 (stereo unspecified),-1%,23%,-5%,?,3%,i,3%,-2%
Cc1ccc(/C=C2/SC(=O)NC2=S)o1,4.5µM*,.,.,?,-2%,18µM*,14µM*,-4%
CN(C)S(=O)(=O)c1ccc2nnn(OCC(=O)NC34CC5CC(CC(C5)C3)C4)c2c1,-5%,7%,?,7%,-3%,-4%,1%,-15%[1.84 µM]
CCOC(=O)c1c(C)oc2cc(Br)c(OC)cc12,-17%,1%,12%,-2%,3%,-5%,7%,-16%
Cc1nnc(SCC(=O)Nc2ncc(Cc3ccc(F)cc3)s2)n1N,-3%,0%,2%,-2%,-13%,0%,7%,1%
O=C1CCCC2[C@@H]3CCC[N@+]4([O-])CCC[C@H](CN12)C34 (stereo partly specified),-7%,.,.,-3%,0%,3%,-3%,8%
C=CCN(CC=C)S(=O)(=O)c1ccc(NC(=S)NC(=O)Cc2ccc(OC)cc2)cc1,9%,-4%,?,-1%,-3%,-10%,-8%,-15%
Cc1ccccc1C(=O)O/N=C1\CCS(=O)(=O)c2sccc21,-13%,6%,-5%,6%,1%,0%,15%,16%
COc1ccc(/C=N/NC(=O)CSCc2ccc([N+](=O)[O-])cc2)cc1OC,?,4%,-15%,-5%,-2%,-1%,-14%,4%

This is a subset (hit frequency here may not be typical).
